Assay outcomes (PubChem)
CHRM1 agonist: human M1 muscarinic receptor agonism; P11229; CHO-K1 hM1, Fluo-8 calcium fluorescence, agonist mode; 0% DMSO, 100% acetylcholine EC100; activation, % at 3 µM; actives 0.33% (n = 360,000); AID 588814;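 active = activation above the run's mean compound activation plus 3 SD, cut at about 16% in these data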;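 also: peak over basal fluorescence ratio within a 140 s kinetic read after compound addition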
CHO parental Ca: signal in parental CHO cells, OX1R antagonist counter-screen. parental CHO-K1, ATP-induced calcium, Fluo-8 fluorescence. inhibition, % at 5.6 µM. actives 0.63% (n = 330,000);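 active = inhibition above that plate's mean sample inhibition plus 3 SD, cut at about 26% in these data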;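 also: 0% = ATP-challenged DMSO wells and 100% = DMSO wells without ATP; some compounds past the cut are filed as inactive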
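Measured by: calcium-sensitive Fluo-8 fluorescence / Test system: CHO parental line / Controls: ATP-challenged DMSO wells low, unchallenged DMSO wells high / Measure: % inhibition / Compound: single nominal dose of 5.6 µM per compound / Replicates: single well per compound, no replicates / Reagent: ATP as calcium-mobilizing challenge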
OXTR potentiate: human OXTR potentiation. activation, % at 3 µM. AID 2445. actives 0.061% (n = 320,000). CHO-OTR cells, Fluo-8 calcium fluorescence, potentiator mode; 0% = oxytocin EC15, 100% = EC100. P30559;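 active = activation above that plate's cutoff, the mean activation of tested compounds plus 3 SD, cut at about 6.6% in these data, passing the limit was not always enough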;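 also: 100% uses oxytocin at 75 nM as the full agonist control; some results filed as inactive read as strong as hits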
Target sequence (P30559 whole entry, looked up): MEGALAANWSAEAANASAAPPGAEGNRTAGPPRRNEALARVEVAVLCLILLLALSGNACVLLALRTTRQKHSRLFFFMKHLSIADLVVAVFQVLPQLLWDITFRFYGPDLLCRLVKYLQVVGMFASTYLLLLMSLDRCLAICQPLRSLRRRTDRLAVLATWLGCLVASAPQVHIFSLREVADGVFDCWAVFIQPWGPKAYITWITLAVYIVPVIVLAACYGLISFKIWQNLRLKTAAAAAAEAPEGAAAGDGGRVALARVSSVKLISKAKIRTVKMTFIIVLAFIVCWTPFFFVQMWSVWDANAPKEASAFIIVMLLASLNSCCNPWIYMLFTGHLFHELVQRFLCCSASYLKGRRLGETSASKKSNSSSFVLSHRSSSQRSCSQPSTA
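Assay system: CHO cell line stably expressing human OTR. Reagent: EC15 oxytocin agonist. Dosing: single dose, 3.0 µM nominal final compound concentration. Timing: compound 6 min at room temperature before oxytocin, 100 s read. Signal: kinetic Fluo-8 calcium fluorescence. Controls: oxytocin EC15 low and EC100 high.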
TAAR1 ag: human TAAR1 agonism; activation, % at 3 µM; CHO RD-HGA16 TAAR1, Fluo-8 calcium fluorescence; vehicle wells 0%, saturating PEA agonist 100%; actives 0.99% (n = 360,000); Q96RJ0; AID 624467;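 active = activation above the mean activation of all test compounds in the run plus 3 SD, cut at about 38% in these data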
Target sequence (Q96RJ0 whole entry, looked up): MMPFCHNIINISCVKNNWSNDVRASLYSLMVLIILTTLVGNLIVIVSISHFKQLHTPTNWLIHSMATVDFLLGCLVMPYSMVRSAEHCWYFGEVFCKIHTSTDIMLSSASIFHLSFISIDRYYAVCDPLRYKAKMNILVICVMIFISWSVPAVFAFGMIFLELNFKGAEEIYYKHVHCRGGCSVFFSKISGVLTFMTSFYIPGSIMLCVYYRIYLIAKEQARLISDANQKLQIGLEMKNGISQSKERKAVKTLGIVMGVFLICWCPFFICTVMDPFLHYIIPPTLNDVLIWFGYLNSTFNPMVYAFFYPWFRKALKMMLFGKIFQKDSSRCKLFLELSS
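Assay system: CHO-derived RD-HGA16 cells with stable Gα16 and human TAAR1; timing: 17-24 h seeding, 75 min 37 °C dye, 30 min RT; read-out: % activation from peak over basal fluorescence ratio, DMSO-to-PEA scaled; measured by: kinetic Fluo-8 calcium fluorescence; benchmarks: low control DMSO, high control PEA (EC100); doses: 3 µM single concentration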
M1 antag: antagonists of human M1 muscarinic receptor | P11229 | CHO-K1 hM1, Fluo-8 calcium fluorescence, ACh EC80 antagonist | inhibition, % at 3 µM | actives 1.3% (n = 360,000) | AID 588852;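 active = percent inhibition above its own plate's cutoff, namely the mean of that plate's compound wells plus 3 SD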;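 also: peak over basal fluorescence ratio during 140 s after agonist addition; 0% = ACh EC80 plus DMSO and 100% = DMSO alone without agonist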
TAAR1 antag: human TAAR1 antagonism | Q96RJ0 | CHO RD-HGA16 TAAR1, Fluo-8 calcium fluorescence, antagonist | inhibition, % at 3 µM | actives 1.5% (n = 360,000);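 active = inhibition above a per-plate cutoff, the mean inhibition of test compounds on that plate plus 3 SD, cut at about 49% in these data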;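 also: 0% = DMSO plus EC80 beta-PEA response and 100% = DMSO alone without agonist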
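Assay system: RD-HGA16 CHO cells with stable hTAAR1 and Gα16 / Reagent: EC80 β-phenethylamine stimulus / Doses: 3 µM, single point / Timing: dye loading 75 min at 37 °C, then 30 min room temperature / Measured by: Fluo-8 intracellular calcium dye fluorescence, real-time kinetic reads / Controls: vehicle wells and EC80 agonist wells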
CHO-K1 Ca antag: counter-screen for M1 antagonists: effect in parental CHO-K1 cells | actives 0.6% (n = 360,000) | inhibition, % at 3 µM | ATP-induced calcium, Fluo-8 fluorescence;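 active = inhibition above a per-plate cutoff, the plate's mean sample inhibition plus 3 SD, cut at about 24% in these data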;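 also: 0% = DMSO plus EC80 ATP and 100% = DMSO alone without ATP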
M1 PAM parental: nonselective activator or artifact in parental CHO-K1 calcium assay; activation, % at 3 µM; actives 0.02% (n = 360,000); ATP EC20, Fluo-8 calcium fluorescence; 0% at ATP EC20, 100% at ATP max;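 active = activation above the run cutoff, the mean activation of all test compounds plus 3 SD, cut at about 40% in these data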;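 also: peak over basal fluorescence ratio in a 140 s read after ATP addition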
CHO-K1 Ca ag: counter-screen for M1 agonists: effect in parental CHO-K1 cells; Fluo-8 calcium fluorescence; scaled to maximal ATP response, vehicle zero; activation, % at 3 µM; actives 0.48% (n = 360,000); AID 602248; in the data active = activation above about 15%;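 also: untransfected CHO-K1 host cells lacking M1 receptor as counterscreen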
An asterisk follows results filed as active; . = no result given. Outcome played no part in choosing rows (roughly 4.2% active in at least one column).

SMILES | CHRM1 agonist | CHO parental Ca | OXTR potentiate | TAAR1 ag | M1 antag | TAAR1 antag | CHO-K1 Ca antag | M1 PAM parental | CHO-K1 Ca ag
O=C(NCCCO)C(=O)NCC(c1ccc2c(c1)OCO2)N1CCN(c2ccc(F)cc2)CC1 (stereo not given) | -2.2 | -1.2 | -21.9 | 2.1 | 3.2 | -12.6 | -1.8 | 8.0 | 1.1
CCOC(=O)c1c(NC(=O)c2cccs2)sc(C)c1C | -1.1 | -2.3 | -10.7 | -3.1 | 18.3 | -0.7 | 8.8 | -4.0 | 0.0
Cc1ccc(S(=O)(=O)N2CCN(c3cnn(-c4ccccc4)c(=O)c3Cl)CC2)cc1 | -4.5 | -4.2 | 7.0 | 1.6 | -4.7 | 17.3 | 3.8 | 11.7 | 0.7
CCCc1nnc(NC(=O)CCC(=O)N2CCN(C3c4ccccc4-c4ccccc43)CC2)s1 | -4.4 | -1.1 | 0.4 | 3.2 | -7.1 | -2.3 | -2.4 | 12.0 | 0.7
O=C(NCc1ccccc1C(F)(F)F)C1CC(c2ccccc2C(F)(F)F)=NO1 (stereo not given) | -4.0 | -13.3 | -6.5 | 2.3 | -8.6 | 4.2 | -15.4 | 20.5 | -0.1
O=C(CSc1ccc(Cl)cc1Cl)N1CCC(c2nc3ccccc3s2)CC1 | -1.6 | -10.1 | -14.1 | 1.1 | -14.6 | 31.9 | -8.0 | 17.0 | 1.2
CCOC(=O)C1CCCN(c2cc(=O)n(-c3ccccc3Cl)c(=O)[nH]2)C1 (stereo not given) | 29.2* | -7.9 | -2.6 | 9.7 | -5.1 | 13.3 | 11.6 | 4.8 | 0.3
CCCC(C)c1nnc(NC(=O)C(=O)OCC)s1 (stereo not given) | 2.0 | 8.2 | 1.8 | -0.6 | -9.8 | 10.8 | -23.2 | 17.1 | 0.7
COc1cccc(NC(=O)C2(C)CCN2CCc2ccccc2)c1 (stereo not given) | -8.4 | . | . | 4.8 | -4.4 | 5.2 | -20.5 | 24.5 | 7.8
Cc1ccc(S(C)(=O)=NC(=O)c2cc(C)on2)cc1 (stereo not given) | -2.3 | 0.7 | 1.6 | 1.4 | 5.0 | -18.1 | -5.7 | 10.9 | 1.2
CC(=O)Nc1nnc(-c2c(-c3c(Cl)cccc3Cl)noc2C)o1 | -1.9 | -17.1 | -1.7 | 0.5 | 4.0 | -20.3 | 4.8 | -4.7 | 0.9
O=C(COC(=O)COc1ccc(Cl)cc1Cl)NC1CCCC1 | -1.5 | . | . | 2.0 | -3.8 | -15.6 | 1.8 | -6.5 | 1.0
COC(=O)C1=C(NC(=O)c2ccccc2[N+](=O)[O-])CCS1 | -3.8 | -11.4 | 1.0 | 5.4 | 2.0 | -7.6 | -12.2 | 12.2 | 0.2
CC(C)(C)OC(=O)C[C@@H]1C/C=C\C[C@@H](CC(=O)N(CCO)Cc2ccccc2)C(=O)N[C@@H](c2ccccc2)COC1=O | -4.1 | -17.0 | 4.4 | 14.7 | 15.2 | 49.3* | -2.5 | -1.2 | 3.9
COc1ccc(C2N(C(=O)CN3CCCC3)CCCN2S(=O)(=O)c2ccccc2)cc1 (stereo not given) | 0.1 | -16.4 | -11.6 | 2.5 | -6.9 | 6.7 | -23.6 | 4.6 | 2.6
COc1ccc(C(=O)NC(=O)COC(=O)C2COc3ccccc3O2)cc1 (stereo not given) | -2.4 | -13.7 | -17.1 | 30.1 | -2.0 | 15.3 | -0.9 | 15.6 | 0.4
CNc1cc(-c2cccc(N(C)C)c2)ncn1 | -2.0 | . | . | 2.0 | -2.6 | -19.6 | -3.9 | 7.4 | -0.2
Cc1c(Cl)cccc1NC(=O)c1ncn[nH]1 | -2.4 | -11.7 | -1.6 | 4.7 | -12.9 | -2.5 | -0.2 | -8.5 | 0.1
Cc1ccc(OCc2nc(C#N)c(N3CCCC3)o2)cc1 | -6.2 | -16.3 | -6.8 | 7.3 | -19.8 | 12.4 | -1.0 | 0.1 | -0.5
CCCCc1c(-c2ccc(Cl)cc2)ncn1CCc1ccccc1OC | . | . | . | 54.2* | . | 49.6* | -9.7 | 16.9 | 1.7
Cc1cccc([N+](=O)[O-])c1NC(=O)CSc1nnc2ccccn12 | -2.4 | -10.2 | 4.5 | 2.0 | -3.2 | 3.0 | -6.4 | -16.3 | -0.4
COc1ccc(C(=O)CSc2nnc(-c3ccco3)n2C)cc1 | -4.6 | 1.0 | -4.0 | 6.7 | -48.2 | -10.2 | -17.5 | 7.9 | 5.4
CCOC(=O)c1c(S(=O)(=O)NCc2ccc(C)o2)c(C)n(C)c1C | -3.8 | -5.3 | -12.8 | 1.4 | -3.5 | -9.5 | -10.6 | 11.5 | 0.1
O=C(c1cnn(C(=O)c2ccco2)c1)c1ccccc1O | -4.3 | -3.9 | -3.6 | 0.6 | 0.3 | 8.9 | -7.3 | 14.8 | 6.3
O=C(Cc1ccccc1)N/N=C/c1cc(Br)c(Br)o1 | -2.4 | -12.2 | 0.3 | 26.9 | -1.5 | -11.9 | 7.5 | 2.5 | -0.7
Cc1c(N=Cc2ccco2)c(=O)n(-c2ccccc2)n1C | -3.0 | -11.4 | -5.9 | 4.1 | -10.3 | 4.4 | -10.0 | 22.4 | 0.7
CCCOc1ccc(NC(=O)CC2C(=O)N(CC)C(=S)N2CCNC(C)=O)cc1 (stereo not given) | -4.8 | -6.5 | -8.2 | 4.7 | -9.7 | -13.9 | -8.5 | 29.8 | 0.6
Cc1cc(C)cc(N(CC(=O)NCc2ccco2)S(=O)(=O)c2c(C)noc2C)c1 | -12.4 | -23.4 | -1.2 | -2.5 | -10.7 | 1.8 | 2.5 | 18.7 | -0.2
CCC(C)(C)NC(=O)C(c1ccncc1)N(Cc1ccc(C)cc1)C(=O)c1csnn1 (stereo not given) | -0.5 | -26.0 | -4.0 | 2.2 | 1.6 | -12.3 | 18.9 | -7.0 | -0.7
O=C(NC(Cc1c[nH]c2ccccc12)c1nnc2n1CCCCC2)c1ccccc1Cl (stereo not given) | -0.7 | -15.6 | -6.0 | 9.6 | -12.5 | 20.4 | -14.9 | 13.1 | 1.0
O=C1[C@H](Cc2ccccc2)NCCCC[C@H](c2ccco2)N1Cc1ccccc1 | -6.6 | . | . | 3.8 | -6.1 | 39.8 | -9.4 | -9.1 | -0.9
COC(=O)CSc1nnc(CNC(=O)c2ccc(OC)cc2OC)n1C | -4.0 | -0.1 | -0.5 | 7.1 | 1.0 | -17.2 | -16.6 | 24.4 | 0.6
CC(Sc1ncc(C#N)c(N)n1)C(=O)Nc1ccccc1 (stereo not given) | -3.4 | -6.7 | -8.6 | 9.9 | -3.8 | -0.5 | 2.6 | 10.4 | 1.2
O=C(/C=C/c1ccccc1)N/C(=C/c1ccccc1)C(=O)N1CCCCC1 | -3.3 | -20.0 | -12.3 | 3.2 | -3.9 | 4.1 | -11.1 | 11.4 | 1.4
O=C(NNC(=O)c1ccccc1O)c1ccc(Cl)c(S(=O)(=O)N2CCc3ccccc32)c1 | 2.1 | 57.2* | -18.7 | 6.9 | 38.0* | 43.5 | 39.9* | -11.3 | 9.9
CCOCCCn1c(=S)[nH]c2cc3c(cc2c1=O)OCO3 | -3.2 | -0.1 | -6.1 | 3.5 | -12.1 | 10.2 | -4.3 | 24.7 | 0.8
CSC1=NCCN1C(=O)c1ccc(C)cc1 | -6.3 | -6.0 | 1.1 | -2.6 | 4.6 | -11.8 | -0.3 | -4.5 | -0.9
Nc1nc(N2CCOCC2)nc2ccccc12 | -4.2 | -9.3 | -12.0 | 3.4 | -8.0 | -3.9 | -7.6 | 16.9 | 0.5
COCOCCn1cc(CN2CCS(=O)(=O)N(Cc3ccc(-c4ccncc4)cc3)C(C(C)C)C2=O)nn1 (stereo not given) | 14.0 | . | . | 3.9 | -0.4 | -29.3 | -4.9 | 9.2 | 0.2
CC(C)(C)OC(=O)C[C@@H]1C/C=C\C[C@H](CC(=O)N[C@H](CO)Cc2ccccc2)C(=O)N[C@@H](Cc2c[nH]c3ccccc23)COC1=O | -6.7 | -8.9 | -1.9 | 6.2 | -9.1 | 18.7 | -5.2 | 4.0 | -0.5
